RNase H inhibition: RNase H inhibition, HIV 1 Gag Pol polyprotein, FRET biochemical assay, screening (AID 372). hit rate 0.77% among 100,000. HIV-1 RT RNase H, FRET RNA/DNA substrate fluorescence; higher % means a stronger effect. one-dose inhibition, % at 10 µM; IC50 in µM for titrated hits; in the data active = inhibition above about 50%
The depositor's hits bear a star. The list is partial. The share of hits here may be higher or lower than overall.

SMILES	RNase H inhibition
Cc1ccc(-c2ccc(C(=O)Nc3cccc(NC(=O)c4ccccc4)c3)o2)cc1Cl	3%
O=C1NC(=S)S/C1=C/c1cc2c(cc1Cl)OCO2	18%
CC(C)c1nc2sc3c(c2c(=O)n1N)CC(C)(C)OC3	0%
O=C(NCCc1ccccc1)C(=O)Nc1ccc(Cl)cc1	0%
O=C(N/N=C/c1cc2ccccc2[nH]1)c1ccccc1	13%
O=C(Nc1nnc(-c2cccc(Br)c2)s1)Nc1ccccc1F	36%
CCC(CCC(=O)O)NC(=O)c1ccccc1 (centres undefined)	4%
CN1C(=O)S/C(=C\c2ccc(O)c(I)c2)C1=O	23%
CC(=O)N1CCN(c2ccc(NC(=O)COc3ccc(Br)cc3)cc2)CC1	15%
O=C(Nc1ccc(-c2nc3ccc(NC(=O)C(F)(F)F)cc3[nH]2)cc1)C(F)(F)F	4%
CCCC(CCC)C(=O)Nc1ccc2c(c1)N(C(=O)CCN1CCOCC1)c1ccccc1CC2	7%
CCN1C(=O)N(C)C2C1N(CC)C(=O)N2C (centres undefined)	7%
Cc1cc(C)c(-n2c(O)c(/C=C3\C=Nc4ccccc43)c(=O)[nH]c2=O)c(C)c1	20%
Cc1ccc2ccc(S(=O)(=O)NCc3ccco3)cc2c1	1%
CCOc1ccccc1C(=O)Nc1cc(S(N)(=O)=O)ccc1C	2%
CCCCCCN1C(=O)C(=O)/C(=C(\O)c2ccccc2)C1c1cccc([N+](=O)[O-])c1 (centres undefined)	8%
CCOc1ccccc1N=Cc1ccc(OCc2ccccc2)cc1	4%
CCOc1cc(C=C2C(=O)NC(=S)NC2=O)cc(I)c1OCc1ccccc1	18%
CCCOc1ccc(/C=C/c2c([N+](=O)[O-])c(=O)n(C)c(=O)n2C)cc1	5%
CC(=O)NCCN1C(=O)C(=O)/C(=C(\O)c2ccc(Cl)cc2)C1c1ccc([N+](=O)[O-])cc1 (centres undefined)	0%
O=C(Nc1ccc(F)c(F)c1)c1cc(-c2ccccc2)nc2ccccc12	14%
Cc1ccc([N+](=O)[O-])c2c1NC(c1ccc(Br)cc1)C1CC=CC21 (centres undefined)	12%
CCOc1cccc(C(=O)Nc2nnc(C)s2)c1	1%
O=C(/C=C/c1ccccc1)c1c(O)c2ccccc2[nH]c1=O	0%
CCN1C(=O)/C(=C\c2ccc(-c3ccccc3Cl)o2)SC1=S	16%
O=C(N/N=C/c1ccc([N+](=O)[O-])o1)c1ccc(C(F)(F)F)cc1	5%
CN(C)c1ccc(C(O)(c2ccccc2)c2ccccc2)cc1	16%
Cc1cccc(NC(=O)C2CCCC2)n1	21%
CCC(=O)NC(=S)Nc1cc([N+](=O)[O-])ccc1F	12%
CCOC(=O)C1=C(C)N=c2s/c(=C\c3ccc(OC)c(O)c3)c(=O)n2C1c1ccc(Cl)cc1 (centres undefined)	16%
Cc1cc(S(=O)(=O)NCc2ccccc2)c(C)c(S(=O)(=O)c2ccccc2)c1	19%
CCOC(=O)c1c(NC(=O)c2cnccn2)sc2c1CCCC2	10%
O=C(CCN1C(=O)/C(=C/c2ccc3c(c2)OCO3)SC1=S)Nc1ccc(C(=O)O)c(O)c1	12%
COc1cc(OC)c(OC)cc1CN1CCN(C2CCCCC2)CC1	9%
O=C(O)CNCCC(=O)c1ccccc1	3%
COc1ccc(/C=N/N=C2\NC(=O)C(CC(=O)O)S2)c(OC)c1 (centres undefined)	9%

At a glance, some entries already given:
SMILES	RNase H inhibition
CCOC(=O)C1=C(C)N=c2s/c(=C\c3ccc(OC)c(O)c3)c(=O)n2C1c1ccc(Cl)cc1 (centres undefined)	16%
Cc1cc(S(=O)(=O)NCc2ccccc2)c(C)c(S(=O)(=O)c2ccccc2)c1	19%

(further entries)
SMILES	RNase H inhibition
O=C(N/N=C/C1CC=CCC1)c1ccccc1F (centres undefined)	0%
O=C(Nc1ccc(F)c([N+](=O)[O-])c1)c1cc(Br)ccc1Cl	12%
O=C1C2=C(Nc3ccccc3SC2c2ccco2)c2ccccc21 (centres undefined)	20%
O=Cc1ccc(N2CCC(c3ccccc3)=N2)cc1	8%
O=C(COc1ccccc1)Nc1ccc(Cl)c(-c2nc3ccccc3s2)c1	11%
CCOC(=O)C1=C(C)NC2=C(C(=O)CCC2)C1c1ccccc1 (centres undefined)	3%
O=C(NNC(=O)c1cc2ccccc2cc1O)Nc1ccc([N+](=O)[O-])cc1	2%
O=C1N/C(=N\N=C\c2ccccc2F)SC1Cc1ccccc1[N+](=O)[O-] (centres undefined)	0%
COc1ccc(C(=O)/C=C/c2ccc(-c3cccc(C(F)(F)F)c3)o2)cc1	5%
CC(C)(C)c1csc(NC(=O)c2ccccc2Cl)n1	4%
COc1cc(-c2nnc(SCc3c(F)cccc3Cl)o2)cc(OC)c1OC	16%
CC1=C(C(=O)OCCc2ccccc2)C(c2ccc(O)cc2)C2=C(CC(c3ccccc3)CC2=O)N1 (centres undefined)	12%
CC1(C)CC(=O)C2=C(C1)OC1=C(C(=O)CC(C)(C)C1)C2c1ccc(F)cc1F	11%
CCOC(=O)c1sc(NC(=O)C(CC)c2ccccc2)c(C(N)=O)c1C (centres undefined)	5%
Cc1cc(C)nc(NC(N)=NC(C)(C)C)n1	0%
O=C(NC(=S)Nc1ccccc1)C12CC3CC(CC(C3)C1)C2	15%
COc1ccc(/C=C2/C(=O)NC(=O)N(c3ccc(C(C)C)cc3)C2=O)cc1O	0%
Cc1cc(C)c(N2C(=O)NC(=O)/C(=C/c3ccc([N+](=O)[O-])o3)C2=O)c(C)c1	3%
Cc1ccccc1-n1c(O)c(C=NCCc2c[nH]c3ccccc23)c(=O)[nH]c1=O	0%
Cc1onc(-c2ccccc2)c1C(=O)N1CCN(c2ccc([N+](=O)[O-])cc2)CC1	3%
C/C(=N\NS(=O)(=O)c1ccc(C)cc1)c1cccs1	0%
CCOc1ccccc1N1CCN(C(=O)c2cc(-c3cccc(C)c3)nc3ccccc23)CC1	11%
C[n+]1ccccc1/C=C/c1ccc(O)cc1	5%
Cc1ccc(-n2[nH]c(C)c(C=Nc3cccc([N+](=O)[O-])c3)c2=O)cc1C	7%
N#C/C(=C\c1cccc([N+](=O)[O-])c1)c1nc(-c2cccc([N+](=O)[O-])c2)cs1	6%
Cc1cc(C)nc(/N=C(\N)Nc2ccc(Cl)c(C(F)(F)F)c2)n1	8%
O=C(c1cccnc1)N1CCN(C/C=C/c2ccccc2)CC1	3%
CCOC(=O)C1=CS/C(=C2/C(=S)C(C)(C)Nc3ccc(C)cc32)S1	28%
CC1(C)Cc2c(sc3ncn4nc(CSc5nc6ccccc6o5)nc4c23)C(C)(C)N1	9%
CCCSc1nnc2c(n1)OC(c1cc(Br)c(O)c(Br)c1)Nc1ccccc1-2 (centres undefined)	14%
COc1cccc(CN2CCN(Cc3ccc(OC)cc3OC)CC2)c1	3%
CN1C(=O)S/C(=C\c2cn(Cc3ccc([N+](=O)[O-])cc3)c3ccccc23)C1=O	37%
O=C(CN(Cc1ccccc1)Cc1ccccc1)NC12CC3CC(CC(C3)C1)C2	7%
Cc1cccc(NC(=S)NC(=O)c2ccccc2C)n1	0%
Cc1ccc(C(=O)c2oc3ccccc3c2C)cc1	9%
COc1cccc(/C=C2\N=C(c3cccs3)OC2=O)c1OC	8%
CC1(C)c2ssc(=S)c2-c2ccccc2N1C(=O)CN1C(=O)c2cccc3cccc(c23)C1=O	6%
O=C(O)CCN1C(=O)/C(=C/c2ccc(-c3ccc([N+](=O)[O-])cc3)o2)SC1=S	28%
O=C(NCCCCNc1ccc(C(F)(F)F)cc1[N+](=O)[O-])c1ccc(Cl)cc1	6%
O=c1oc2ccc(Br)cc2cc1-c1csc(NC2CCCCC2)n1	7%
CC(C)(C)C(=O)/C=C(\N)COc1ccccc1	4%
COc1ccccc1NC(=O)CN(c1ccc(Cl)cc1Cl)S(=O)(=O)c1ccccc1	13%
N#C/C(=C\c1ccccc1F)c1nc(-c2ccc(Br)cc2)cs1	2%
COc1cc(/C=C2\C(=O)NC(=S)N(c3cccc(Cl)c3Cl)C2=O)ccc1OCC(=O)O	13%
CCOC(=O)C1=C(C)NC(=S)NC1c1ccccc1 (centres undefined)	2%
CCCCOc1ccc(C(=O)O/N=C2\CCOc3cc(OC)ccc32)cc1	5%
CCCCN(CCCC)S(=O)(=O)c1ccc(N2CCCC2=O)cc1	11%
COc1ccc(OC)c(CN2CCN(Cc3cc(OC)c(OC)c(OC)c3)CC2)c1	10%
Cc1cc(C)cc(OCCOc2ccc(C=C3C(=O)NC(=O)NC3=O)cc2)c1	25%
O=C(NCc1ccccc1)/C(=C\c1ccc(Br)cc1)NC(=O)c1ccc([N+](=O)[O-])cc1	8%
N/C(=N\OC(=O)/C=C/c1ccccc1)c1ccccc1	3%
Cc1ccc(CNC(=O)c2ccc(CSc3ccccc3)cc2)cc1	16%
Cc1onc(-c2ccccc2Cl)c1C(=O)NCCc1ccc(S(N)(=O)=O)cc1	6%
Cc1cc2nc(-c3cc(NC(=O)/C=C/c4cccc([N+](=O)[O-])c4)ccc3O)oc2cc1C	11%
CCCn1c2ccccc2c2nnc(SCC(=O)N(c3ccccc3)c3ccccc3)nc21	7%
COc1cccc(NC(=O)C2C3CCC4C(CCC32)C4(Cl)Cl)c1 (centres undefined)	8%
Clc1cc(Cl)cc(N=Cc2ccccc2OCc2ccccc2)c1	2%
O=C1CCCC2=C1C(c1ccc(F)cc1)Nc1ccc(C(=O)c3ccccc3)cc1N2 (centres undefined)	15%
CCCOc1ccc(/C=C2\N=C(c3ccccc3F)OC2=O)cc1	24%
COc1cccc(C(=O)Nc2cc(C(F)(F)F)ccc2Cl)c1	15%

Brought forward from above: 3 entries, then new ones.
SMILES	RNase H inhibition
O=C1CCCC2=C1C(c1ccc(F)cc1)Nc1ccc(C(=O)c3ccccc3)cc1N2 (centres undefined)	15%
CCCOc1ccc(/C=C2\N=C(c3ccccc3F)OC2=O)cc1	24%
COc1cccc(C(=O)Nc2cc(C(F)(F)F)ccc2Cl)c1	15%
CC(C)C(=O)NS(=O)(=O)c1ccc(NC(=O)c2ccccc2Cl)cc1	0%
Nc1nc(-c2ccccc2)cc(N2CCCC2)n1	33%
O=C(C=C(c1ccccc1)c1ccccc1)NCC1(c2ccccc2)CCCC1	18%
Cc1cc(C)nc(/N=C(/N)Nc2ccccc2[N+](=O)[O-])n1	2%
NS(=O)(=O)c1cccc(NC(=O)c2ccc(Cl)cc2Cl)c1	1%
CCCSc1nnc2c(n1)OC(c1ccc(I)o1)Nc1ccccc1-2 (centres undefined)	8%
CN1C(=O)C(=Cc2ccccc2OCC(=O)O)C(=O)N(C)C1=O	6%
NC1=NC(=O)CC(C(=O)Nc2ccccc2)S1 (centres undefined)	4%
CC(=O)C1=C(O)C(=O)N(CCN2CCNCC2)C1c1ccccc1F (centres undefined)	0%
CCCC(=O)Nc1ccc(NC(=O)c2ccc(OCC)c(Br)c2)cc1	17%
COc1ccc(C2=C(C=Nc3ccc(NC(C)=O)cc3)C(c3ccccc3)c3ccccc3O2)cc1OC (centres undefined)	3%
O=C(Nc1cc(Cl)c(Cl)cc1Cl)c1cccs1	4%
O=c1oc2ccc3ccccc3c2cc1-c1nnc(NCc2ccc(F)cc2)s1	60%*
O=C(NCCNc1ccc([N+](=O)[O-])cc1Cl)c1ccccc1Cl	16%
CC(/C=C1\SC(=S)N(c2cccc(Br)c2)C1=O)=C\c1ccccc1	3%
CCOc1ccc(N(CC(N)=O)S(=O)(=O)c2ccc(SC)cc2)cc1	0%
CCCOC(=O)c1ccc(NC(=O)c2ccc(-c3cccc([N+](=O)[O-])c3)o2)cc1	2%
Cc1ccc(-c2nc3ccccc3s2)cc1NC(=O)COc1ccc([N+](=O)[O-])cc1	12%
CCCCC(=O)Nc1cccc(-c2nc3ccc(C)cc3o2)c1	3%
CC(C(=O)NN)C1=NC(C)(C)Cc2ccccc21 (centres undefined)	16%
O=C(Oc1cc2oc(=O)c3c(c2cc1Cl)CCCC3)C1CCCCC1	11%
COc1cc(/C=C/c2nc3ccccc3c(=O)n2-c2ccccc2[N+](=O)[O-])ccc1O	35%
O=C(CN1CCSCC1)N/N=C/c1ccc(F)c(Br)c1	0%
CCc1ccccc1NC(=O)c1c(NC(=O)C(C)(C)C)sc2c1CCC2	10%
COc1ccc(Br)cc1CN1CCN(C2CCCC2)CC1	13%
Cc1ccc(-c2nc3ccccc3o2)cc1NC(=S)NC(=O)c1cccc(Br)c1	12%
Cc1ccnc(NC(=O)c2sc3ccccc3c2Cl)c1	0%
Cc1cccc(N2C(=O)CC(N3CCN(c4ccc(Cl)cc4)CC3)C2=O)c1 (centres undefined)	4%

Structures shown so far that have an NH in an aromatic ring (six):
SMILES	RNase H inhibition
O=C(N/N=C/c1cc2ccccc2[nH]1)c1ccccc1	13%
O=C(Nc1ccc(-c2nc3ccc(NC(=O)C(F)(F)F)cc3[nH]2)cc1)C(F)(F)F	4%
Cc1cc(C)c(-n2c(O)c(/C=C3\C=Nc4ccccc43)c(=O)[nH]c2=O)c(C)c1	20%
O=C(/C=C/c1ccccc1)c1c(O)c2ccccc2[nH]c1=O	0%
Cc1ccccc1-n1c(O)c(C=NCCc2c[nH]c3ccccc23)c(=O)[nH]c1=O	0%
Cc1ccc(-n2[nH]c(C)c(C=Nc3cccc([N+](=O)[O-])c3)c2=O)cc1C	7%

Assay outcomes (PubChem BioAssay)
